AHR activator – human AHR activation | actives 2.5% (n = 320,000) | activation, % at 5 µM | AHR-responsive luciferase reporter cells, luminescence | P35869; in the data active = activation above about 47%;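 also: 0% = vehicle wells and 100% = reference agonist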
procasp7 counter – counter-screen for procaspase-3 activators: activators of human procaspase-7 | P55210 | recombinant procaspase-7, Ac-DEVD-pNA absorbance 405 nm; D23A/D198A/D206A triple mutant, cannot self-cleave; scale: DMSO 0, 5 µM enzyme 100 | activation, % at 8.5 µM | actives 0.093% (n = 330,000);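 active = percent activation above the screen-wide mean plus 3 SD, cut at about 25% in these data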
Target sequence (P55210 whole entry D23A/D198A/D206A): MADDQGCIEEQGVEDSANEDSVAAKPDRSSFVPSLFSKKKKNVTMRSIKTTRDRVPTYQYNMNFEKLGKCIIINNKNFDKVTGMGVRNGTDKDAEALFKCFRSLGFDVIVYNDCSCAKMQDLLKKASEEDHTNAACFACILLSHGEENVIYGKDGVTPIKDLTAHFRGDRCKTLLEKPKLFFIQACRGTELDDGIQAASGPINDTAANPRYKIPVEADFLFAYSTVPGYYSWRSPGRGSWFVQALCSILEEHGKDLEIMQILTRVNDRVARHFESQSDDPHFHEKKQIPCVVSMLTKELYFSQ
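Detection: p-Nitroaniline absorbance at 405 nm, read at 0 and 120 min; system: Uncleavable procaspase-7 mutant enzyme; evaluation: % activation from two-timepoint absorbance difference, scaled to controls; times: 1 h enzyme–compound preincubation and 2 h substrate reaction, both 25 °C; buffer or medium: Zinc-free HEPES pH 7.4 with 300 mM NaCl, 0.01% Triton X-100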
procasp3 activ – procaspase-3 (human) activation; P42574; recombinant procaspase-3 D3A, Ac-DEVD-pNA absorbance 405 nm; activation, % at 8.5 µM; actives 0.11% (n = 330,000); AID 463141;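 active = activation above the mean of all tested compounds plus 3 SD, cut at about 21% in these data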;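 also: 0% = DMSO alone and 100% = DMSO wells spiked with extra 5 µM PC-3 D3A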
Target sequence (P42574 whole entry D9A/D28A/D175A): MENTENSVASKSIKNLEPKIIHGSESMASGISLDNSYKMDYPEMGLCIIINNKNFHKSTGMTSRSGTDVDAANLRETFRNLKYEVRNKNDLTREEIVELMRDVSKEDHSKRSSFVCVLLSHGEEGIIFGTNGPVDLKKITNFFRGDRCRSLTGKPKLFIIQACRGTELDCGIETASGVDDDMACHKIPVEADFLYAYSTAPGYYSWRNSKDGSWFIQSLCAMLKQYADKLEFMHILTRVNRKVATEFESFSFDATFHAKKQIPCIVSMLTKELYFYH
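Assay system: Autoprocessing-dead procaspase-3 D3A mutant enzyme; also added: Ac-DEVD-pNA; doses: one concentration, 8.5 µM nominal, 0.8% DMSO; times: 1 h compound preincubation, 2 h substrate hydrolysis at 25 °C; technique: 405 nm absorbance of p-nitroaniline, reads at 0 and 120 min; measure: % activation between DMSO and enzyme-spiked controls; repeats: single replicate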
CIT2 TOR yeast – modulators of TOR pathway CIT2-GFP in S. cerevisiae | GFP response vs DMSO, % at 10 µM | actives 0.065% (n = 320,000) | AID 2029 | S. cerevisiae CIT2-GFP strain, flow cytometry, 3 h; 100 means same as DMSO wells;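 active = GFP response relative to DMSO above a set limit, near the screen mean plus 3 SD, cut at about 150% in these data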;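 also: ratio of well median GFP fluorescence to mean of DMSO wells on the plate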
LAP4-GFP MLPCN – alters LAP4-GFP fluorescence in TOR pathway yeast screen. actives 0.34% (n = 320,000). GFP response vs DMSO, % at 10 µM. S. cerevisiae LAP4-GFP multiplex, flow cytometry GFP, 3 h; median GFP as percent of DMSO wells. AID 2023;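 active = GFP response vs DMSO above a set limit, about the screen mean plus 3 SD, cut at about 150% in these data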
MEP2 TOR yeast – modulators of TOR pathway MEP2-GFP in S. cerevisiae; actives 0.51% (n = 330,000); S. cerevisiae MEP2-GFP strain, flow cytometry GFP, 3 h; 100% = DMSO control level; GFP response vs DMSO, % at 10 µM;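 active = GFP response versus DMSO above a set limit, roughly screen mean plus 3 SD, cut at about 180% in these data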;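 also: median GFP fluorescence of the barcode-gated MEP2-GFP cells per well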
AGP1 TOR yeast – modulators of TOR pathway AGP1-GFP in S. cerevisiae. S. cerevisiae AGP1-GFP multiplex flow cytometry, 3 h; GFP as percent of DMSO wells. GFP response vs DMSO, % at 10 µM. actives 0.02% (n = 320,000);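 active = GFP response relative to DMSO above a set limit, near screen average plus 3 SD, cut at about 150% in these data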;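 also: median GFP channel fluorescence of the gated AGP1 strain per well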
RPL19A TOR yeast – modulators of TOR pathway RPL19A-GFP in S. cerevisiae; percent response vs DMSO, % at 10 µM; AID 2025; actives 0.3% (n = 330,000); S. cerevisiae RPL19A-GFP strain, flow cytometry, 3 h; hits give low values;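 active = percent response vs DMSO below 50%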;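 also: median channel GFP fluorescence of the barcoded RPL19A-GFP strain; ratio of sample median GFP to plate DMSO average so 100% = DMSO; lower means less RPL19A-GFP as with rapamycin TOR inhibition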
Numbers without * were called inactive. The order is random. About 3.5% of those tested had a hit in this group.

The opening 2 entries, ahead of the listing:
`Clc1ccc(-c2ccc(C=Nc3ccc(N4CCOCC4)cc3)o2)cc1` gave AHR activator 24, procasp7 counter -17, procasp3 activ -13, CIT2 TOR yeast 110, LAP4-GFP MLPCN 106, MEP2 TOR yeast 101, AGP1 TOR yeast 106 and RPL19A TOR yeast 107.
O=C(OCc1ccc(Br)cc1)c1ccncc1 was read as AHR activator 0, procasp7 counter -3, procasp3 activ 7, CIT2 TOR yeast 102, LAP4-GFP MLPCN 98, MEP2 TOR yeast 101, AGP1 TOR yeast 96 and RPL19A TOR yeast 101.

Main list, from the start:
`Clc1ccc(-c2ccc(C=Nc3ccc(N4CCOCC4)cc3)o2)cc1` gave AHR activator 24, procasp7 counter -17, procasp3 activ -13, CIT2 TOR yeast 110, LAP4-GFP MLPCN 106, MEP2 TOR yeast 101, AGP1 TOR yeast 106 and RPL19A TOR yeast 107.
O=C(OCc1ccc(Br)cc1)c1ccncc1 was read as AHR activator 0, procasp7 counter -3, procasp3 activ 7, CIT2 TOR yeast 102, LAP4-GFP MLPCN 98, MEP2 TOR yeast 101, AGP1 TOR yeast 96 and RPL19A TOR yeast 101.
`COC(=O)c1ccc(NC(=O)CCN2C(=O)CSC2=O)cc1` gave AHR activator 3, procasp7 counter 8, procasp3 activ 3, CIT2 TOR yeast 99, LAP4-GFP MLPCN 91, MEP2 TOR yeast 109, AGP1 TOR yeast 79 and RPL19A TOR yeast 96.
Cc1ccc(SCc2c(C(=O)N/N=C/C3CC=CCC3)nnn2-c2nonc2N)cc1 (stereo not drawn) was read as AHR activator 7, procasp7 counter 7, procasp3 activ 6, CIT2 TOR yeast 100, LAP4-GFP MLPCN 113, MEP2 TOR yeast 111, AGP1 TOR yeast 108 and RPL19A TOR yeast 104.
Screening CCn1c(SCC(=O)n2c(C)c(C)c3ccccc32)nnc1-c1ccco1 returned AHR activator 11, procasp7 counter 7, procasp3 activ 0, CIT2 TOR yeast 101, LAP4-GFP MLPCN 96, MEP2 TOR yeast 97, AGP1 TOR yeast 95 and RPL19A TOR yeast 96.
Screening Cc1ccc(C(=O)NC(=O)CSc2nncn2C)cc1 returned AHR activator 0, procasp7 counter 2, procasp3 activ -9, CIT2 TOR yeast 113, LAP4-GFP MLPCN 107, MEP2 TOR yeast 109, AGP1 TOR yeast 109 and RPL19A TOR yeast 110.
For COc1ccc2c(O)c(-c3c(C)cc(C)cc3C)c(=O)[nH]c2c1 the results were AHR activator -2, procasp7 counter 8, procasp3 activ 0, CIT2 TOR yeast 106, LAP4-GFP MLPCN 112, MEP2 TOR yeast 102, AGP1 TOR yeast 120 and RPL19A TOR yeast 105.
Screening COc1ccc(-c2cc(C(=O)NC(Cc3c[nH]c4ccccc34)C(=O)O)c(C)o2)cc1OC (stereo not drawn) returned AHR activator 16, procasp7 counter -27, procasp3 activ -18, CIT2 TOR yeast 89, LAP4-GFP MLPCN 94, MEP2 TOR yeast 94, AGP1 TOR yeast 95 and RPL19A TOR yeast 95.
Screening COc1ccc(S(=O)(=O)N2CCN(Cc3cccc(Cl)c3)CC2)cc1 returned AHR activator 0, procasp7 counter 15, procasp3 activ -5, CIT2 TOR yeast 107, LAP4-GFP MLPCN 109, MEP2 TOR yeast 97, AGP1 TOR yeast 98 and RPL19A TOR yeast 99.
CC(=O)Nn1cc2c(c1-c1ccccc1)c(=O)n(C)c(=O)n2C was read as AHR activator 5, procasp7 counter 4, procasp3 activ -4, CIT2 TOR yeast 100, LAP4-GFP MLPCN 93, MEP2 TOR yeast 102, AGP1 TOR yeast 102 and RPL19A TOR yeast 98.
Screening COC(=O)[C@]1(C)N[C@H](CN(C)C(=O)Nc2ccc(OC)cc2)[C@@H]2C(=O)N(Cc3ccccc3)C(=O)[C@@H]21 returned AHR activator -1, procasp7 counter -4, procasp3 activ 4, CIT2 TOR yeast 87, LAP4-GFP MLPCN 84, MEP2 TOR yeast 81, AGP1 TOR yeast 83 and RPL19A TOR yeast 87.
Screening COc1ccc(CCNC(=O)C2CCN(S(C)(=O)=O)CC2)cc1OC returned AHR activator 2, procasp7 counter 10, procasp3 activ -1, CIT2 TOR yeast 76, LAP4-GFP MLPCN 83, MEP2 TOR yeast 85, AGP1 TOR yeast 78 and RPL19A TOR yeast 85.
Cn1c(Cn2c3ccccc3c3ccccc32)n[nH]c1=S was read as AHR activator 0, procasp7 counter -23, procasp3 activ -6, CIT2 TOR yeast 90, LAP4-GFP MLPCN 113, MEP2 TOR yeast 93, AGP1 TOR yeast 102 and RPL19A TOR yeast 91.
Screening O=C(NCc1ccc(F)cc1)C(c1ccccc1)N(C(=O)c1csnn1)C1CC1 (stereo not drawn) returned AHR activator -1, procasp7 counter 0, procasp3 activ -6, CIT2 TOR yeast 100, LAP4-GFP MLPCN 102, MEP2 TOR yeast 114, AGP1 TOR yeast 98 and RPL19A TOR yeast 100.
For CCC/S(CC1CC1(Cl)Cl)=N\S(=O)(=O)c1ccc(C)cc1 (stereo not drawn) the results were AHR activator -3, procasp7 counter -6, procasp3 activ 5, CIT2 TOR yeast 100, LAP4-GFP MLPCN 100, MEP2 TOR yeast 97, AGP1 TOR yeast 101 and RPL19A TOR yeast 97.
For Nc1nnc(COc2ccccc2)s1 the results were AHR activator 0, procasp7 counter 13, procasp3 activ -8, CIT2 TOR yeast 105, LAP4-GFP MLPCN 117, MEP2 TOR yeast 114, AGP1 TOR yeast 109 and RPL19A TOR yeast 103.
For CCn1c(CCNC(=O)c2ccc(F)cc2)nc2ccccc21 the results were AHR activator -3, procasp7 counter 8, procasp3 activ 10, CIT2 TOR yeast 103, LAP4-GFP MLPCN 100, MEP2 TOR yeast 98, AGP1 TOR yeast 100 and RPL19A TOR yeast 97.
Screening CC(=O)Nc1ccc(S(=O)(=O)NCC2CCC(C(=O)NCCCN3CCCC3=O)CC2)cc1 (stereo not drawn) returned AHR activator 0, procasp7 counter 8, procasp3 activ 2, CIT2 TOR yeast 107, LAP4-GFP MLPCN 105, MEP2 TOR yeast 112 and RPL19A TOR yeast 103.
For Cc1ccc(Nc2nc(CSc3nnc(-c4ccccc4)n3C)cs2)cc1 the results were AHR activator 26, procasp7 counter -18, procasp3 activ -18, CIT2 TOR yeast 106, LAP4-GFP MLPCN 105, MEP2 TOR yeast 104, AGP1 TOR yeast 100 and RPL19A TOR yeast 105.
`O=S(=O)(Nc1ccc(N2CCCCC2)cc1)c1ccc(F)cc1` gave AHR activator 0, procasp7 counter 4, procasp3 activ -2, CIT2 TOR yeast 101, LAP4-GFP MLPCN 114, MEP2 TOR yeast 102, AGP1 TOR yeast 111 and RPL19A TOR yeast 97.
Cc1c(C(=O)NCC(C)(C)N2CCOCC2)oc2ccccc12 was read as AHR activator 6, procasp7 counter 6, procasp3 activ 0, CIT2 TOR yeast 93, LAP4-GFP MLPCN 133, MEP2 TOR yeast 106, AGP1 TOR yeast 99 and RPL19A TOR yeast 113.
`COc1ccc(N(CC(=O)NC2CCCC2)C(=O)c2ccc(N3CCCCC3)nc2)cc1` gave AHR activator 5, procasp7 counter 16, procasp3 activ 7, CIT2 TOR yeast 98, LAP4-GFP MLPCN 110, MEP2 TOR yeast 102, AGP1 TOR yeast 107 and RPL19A TOR yeast 104.
For CCNc1nc(NCC)nc(OCCOC(=O)COc2ccc(Cl)cc2Cl)n1 the results were AHR activator -1, procasp7 counter 11, procasp3 activ 0, CIT2 TOR yeast 102, LAP4-GFP MLPCN 104, MEP2 TOR yeast 103, AGP1 TOR yeast 102 and RPL19A TOR yeast 101.
CCOc1ccc(/C=N/OCC(=O)NCc2cccs2)cc1 was read as AHR activator 6, procasp7 counter 12, procasp3 activ 2, CIT2 TOR yeast 113, LAP4-GFP MLPCN 87, MEP2 TOR yeast 103, AGP1 TOR yeast 104 and RPL19A TOR yeast 109.
`CCCCNC(=O)/C=C/c1cccs1` gave AHR activator 6, procasp7 counter -4, procasp3 activ -4, CIT2 TOR yeast 88, LAP4-GFP MLPCN 90, MEP2 TOR yeast 105, AGP1 TOR yeast 85 and RPL19A TOR yeast 96.
For CCSc1nc(O)c(Cc2ccccc2)c(=O)[nH]1 the results were AHR activator 3, procasp7 counter 11, procasp3 activ -4, CIT2 TOR yeast 93, LAP4-GFP MLPCN 96, MEP2 TOR yeast 97, AGP1 TOR yeast 94 and RPL19A TOR yeast 94.
CC(=O)c1ccc(OCCCC(=O)NC2CCC(C)CC2)cc1 (stereo not drawn) was read as AHR activator 0, procasp7 counter 9, procasp3 activ 3, CIT2 TOR yeast 106, LAP4-GFP MLPCN 105, MEP2 TOR yeast 107, AGP1 TOR yeast 110 and RPL19A TOR yeast 106.
`COc1ccc(COC(=O)c2nc3nc(C)cc(C)n3n2)cc1F` gave AHR activator 2, procasp7 counter 6, procasp3 activ 6, LAP4-GFP MLPCN 84, MEP2 TOR yeast 92, AGP1 TOR yeast 97 and RPL19A TOR yeast 97.
Cc1nc(-c2ccc(Cl)cc2)sc1C1(C)CC(c2ccc(OC(F)(F)F)cc2)=NO1 (stereo not drawn) was read as AHR activator 2, procasp7 counter 2, procasp3 activ -6, CIT2 TOR yeast 98, LAP4-GFP MLPCN 94, MEP2 TOR yeast 98, AGP1 TOR yeast 100 and RPL19A TOR yeast 97.
COc1cccc(OC)c1C(=O)N1CCN(Cc2ccc3c(c2)OCO3)CC1 was read as AHR activator 2, procasp7 counter -4, procasp3 activ 5, CIT2 TOR yeast 114, LAP4-GFP MLPCN 105, MEP2 TOR yeast 99, AGP1 TOR yeast 107 and RPL19A TOR yeast 100.
`COc1ccc(S(=O)(=O)N(Cc2cccnc2)Cc2cc3ccccc3[nH]c2=O)cc1` gave AHR activator 0, procasp7 counter 11, procasp3 activ 0, CIT2 TOR yeast 112, LAP4-GFP MLPCN 126, MEP2 TOR yeast 109, AGP1 TOR yeast 130 and RPL19A TOR yeast 105.
Screening COC(=O)c1ccc(C(=O)NCCCCO)cc1 returned AHR activator -1, procasp7 counter 4, procasp3 activ 1, CIT2 TOR yeast 95, LAP4-GFP MLPCN 86, MEP2 TOR yeast 99, AGP1 TOR yeast 95 and RPL19A TOR yeast 98.
CC1(C)CC=C(NNC(=O)c2cccnc2)C(=O)C1 was read as AHR activator 0, procasp7 counter -6, procasp3 activ -5, CIT2 TOR yeast 86, LAP4-GFP MLPCN 90, MEP2 TOR yeast 99, AGP1 TOR yeast 94 and RPL19A TOR yeast 92.
For CC(=O)Nc1ccc(S(=O)(=O)NCC(=O)OCC(=O)c2cc(C)n(-c3ccc4c(c3)OCO4)c2C)cc1 the results were AHR activator 2, procasp7 counter -9, procasp3 activ 4, CIT2 TOR yeast 96, LAP4-GFP MLPCN 94, MEP2 TOR yeast 97, AGP1 TOR yeast 93 and RPL19A TOR yeast 100.
`COc1ccc(C2CC(c3ccccc3)=NN2S(=O)(=O)c2ccc(C)cc2)c(OC)c1` (stereo not drawn) gave AHR activator 6, procasp7 counter 9, procasp3 activ 8, CIT2 TOR yeast 96, LAP4-GFP MLPCN 105, MEP2 TOR yeast 97, AGP1 TOR yeast 98 and RPL19A TOR yeast 101.
